# HepG2 viability – counter-screen for TGF-b inhibitors: cytotoxicity in HepG2 cells | HepG2 CAGA-GFP viability, ATP luminescence, 18 h | Potency, µM (doses to about 46.1 µM), for inactives: at the top dose activity change, negative = cytotoxicity, hits mostly cytotoxic | 410,000 compounds, 0.76% hits; further: potency means the concentration at half of the fitted maximal effect; some results filed as inactive show a strong effect at the top dose
#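 CellTiter-Glo luminescence gave cytotoxicity after 18 hours at 37 degrees C. The cells were HepG2 CAGA-GFP in 1% FBS DMEM, stimulated with 500 pg/mL TGF-beta after compound addition. %Activity was normalised to no-cell wells (complete cell-killing) and DMSO (no toxicity), and curves were fitted and classified.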
# Nrf2 ARE act – activators of Nrf2 (ARE) signaling | AREc32 ARE-luciferase reporter (MCF7-derived line), luminescence, 24 h | Potency, µM (titrated, usually from 46.1 µM), for the others: at the highest dose activation, actives largely listed as activators | 410,000 compounds, 0.31% hits; further: potency means the concentration at half of the fitted maximal effect; % of control where 0% means no effect; nearly all actives have a fitted effect of over 65% in size
#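 Luciferase luminescence (Steady-Glo, 30 min at room temperature) served as the read-out of ARE activation in AREc32 cells treated with compounds for 24 hr at 37 deg C.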
# ATXN2 expr inh – inhibitors of ATXN2 expression | HEK-293 ATXN2-luciferase reporter, luminescence, 24 h | Potency, µM (titrated, usually from 57 µM), without a hit: at the top dose activity change, negative = inhibition, usual class: inhibitors | 360,000 compounds, 0.72% hits; further: potency means the concentration at half of the fitted maximal effect; on the % scale 0 is the no-effect control and ±100 the full control effect; nearly all actives have a fitted effect of over 55% in size
#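 qHTS (up to 57 uM final) was run with 24 h compound exposure of reporter cells at 37 °C. Each well was multiplexed: SteadyGlo luminescence measured ATXN2-luciferase expression after a fluorogenic Gly-Phe-AFC viability readout (25 uM final).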
# TGFb SMAD3 inh – TGF-b pathway inhibition. Potency, µM (top dose mostly 46.1 µM), for inactives: at the top dose activity, negative = inhibition, most hits filed as inhibitors. HepG2 CAGA-GFP TGF-b/SMAD3 reporter, GFP fluorescence, 18 h; TGF-beta stimulated, 500 pg/mL final. 410,000 compounds, 1.2% hits. AID 588855; further: potency means the concentration at half of the fitted maximal effect; on the % scale 0 is the no-effect control and ±100 the full control effect; nearly all actives have a fitted effect of over 65% in size
#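 First, reporter cells (HEPG2 CAGA-GFP) rested 2 h at 37 degrees C. Next, compounds were pinned in and TGF-beta added to 500 pg/mL final. After 18 h, GFP was imaged per cell and summed per well.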
# A549 viability – kills or reduces viability of A549 cells in Nrf2 counter-screen; Potency, µM (doses to about 46 µM), for the others: top-dose activity change, negative = cytotoxicity, actives largely listed as inhibitors; A549 ARE-Fluc cells, CellTiter-Fluor viability, 18-24 h; 390,000 compounds, 0.16% hits; AID 504648; further: potency means the concentration at half of the fitted maximal effect; on the % scale 0 is the no-effect control and ±100 the full control effect
#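 A549 ARE_Fluc cells in 5% FBS OPTI-MEM were exposed to compounds in concentration-response for 18-24 h at 37 deg C. Viability was read by CellTiter-Fluor fluorescence (Ex 405/Em 525) after 30 min, before the luciferase read.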
# IL1B secr inh – inflammasome signaling inhibition, IL-1 beta readout. THP-1 LPS/ATP IL-1B secretion, AlphaLISA, 16 h; active compounds read low. activity change, % at 57.5 µM. 360,000 compounds, 4.7% hits. AID 743279; in the data active means activity change below about -50%; inconclusive means mostly about -30% to -49%; further: on the % scale 0 is the no-effect control and ±100 the full control effect
#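 THP-1 cells pretreated 1 hr with compounds (up to 57.5 uM final), then stimulated with LPS (250 ng/mL final) plus ATP (1.25 mM final); secreted IL-1B measured by AlphaLISA after 16 hr, decreased signal indicating inhibition.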
# ATXN viability – viability counter-screen for ATXN expression inhibitors. S2 cells (HEK-293 line with an ATXN2-luciferase reporter) viability, CellTiter-Fluor protease fluorescence, 24 h. 400,000 compounds, 0.49% hits. Potency, µM (doses to about 56.7 µM), usual class: cytotoxic; further: potency means the concentration at half of the fitted maximal effect; nearly all actives have a fitted effect of over 40% in size
# MCF10A rerep – induces DNA re-replication in MCF 10a normal breast cells. MCF 10A DNA re-replication, Hoechst nuclear intensity, 48 h. Potency, µM (series often up to 46.1 µM), for inactives: at the top dose activity, positive = re-replication, usual class: activators. 350,000 compounds, 2.9% hits. AID 624296; further: potency means the concentration at half of the fitted maximal effect; % of control where 0% means no effect; nearly all actives have a fitted effect of over 50% in size
# Nrf2 inh – blocks Nrf2 signaling; A549 ARE-Fluc reporter, luciferase luminescence, 18-24 h; Potency, µM (series often up to 46 µM), for inactives: at the highest dose activity change, negative = inhibition, actives largely listed as inhibitors; 360,000 compounds, 2.1% hits; AID 504444; further: potency means the concentration at half of the fitted maximal effect; on the % scale 0 is the no-effect control and ±100 the full control effect; nearly all actives have a fitted effect of over 60% in size
#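 Nrf2 activity is the BugLite luminescence, read 15 min after reagent at room temperature, following CellTiter-Fluor cytotoxicity readout (30 min, 37C). Compound titrations were applied for 18-24 h to 5000 A549 ARE_Fluc cells/well in 5% FBS OPTI-MEM.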
# * = called active by the depositor; i = inactive; ? = inconclusive; / = not tested or not shown; & = joins results of further samples; [ ] = remark or other dose. Unless noted, the call rests on the fitted dose curve; in most records, active means well fitted curve in the direction sought with a large enough effect; inconclusive means small, poorly fitted or top-dose-only effect, or another doubt; inactive means no such curve, though single readings can be large; an effect the other way counts as inactive or inconclusive.
[1] CCCOc1ccc(/C=C/C(=O)N2CCN(C(=O)c3ccco3)CC2)cc1OC
[2] Cc1onc2c(=O)n(-c3ccccc3)nc(-c3ccccc3)c12
[3] Cc1ccc(S(=O)(=O)c2nc(Nc3ccccc3N3CCOCC3)sc2Cl)cc1
[4] CC(=O)Nc1ccc(S(=O)(=O)NCCC(=O)OCc2csc(CC(=O)Nc3ccccc3C)n2)cc1
[5] Cc1ccc(C(=O)Nc2cccnc2)cc1Cl
screen / no.,1,2,3,4,5
HepG2 viability,-20%,9%,-15%,2%,-9%
Nrf2 ARE act,0.0%,-0.5%,0.1%,0.1%,1.5%
ATXN2 expr inh,/,-2%,2%,15%,9%
TGFb SMAD3 inh,-2%,-1%,-3%,-39%,12%
A549 viability,/,4%,-28%,-9%,1%
IL1B secr inh,2,8,-1,37,1
ATXN viability,i,i,i,i,i
MCF10A rerep,/,2%,13%,14%,?
Nrf2 inh,/,-3%,-21%,11%,12%

[6] OC(C#CCN1CCCC1)c1ccccc1 (stereo not given)
[7] CC(=O)c1ccc(N2CCN(C(=O)c3ccc(Br)cc3)CC2)c(F)c1
[8] O=C(O)c1ccc2c(=O)n3c(nc2c1)/C(=C/c1ccc(Cl)cc1Cl)CC3
[9] CCCNC(=O)C1(CC2CC(c3ccccc3)=NO2)CCN(C(=O)Cc2ccc(F)cc2)CC1 (stereo not given)
[10] Cn1cc(CN2CCCC(C(=O)Nc3cccc(-c4cc5ccccc5[nH]4)c3)C2)cn1 (stereo not given)
screen / no.,6,7,8,9,10
HepG2 viability,-18%,0%,-6%,1%,-34%
Nrf2 ARE act,-0.6%,2.0%,1.9%,-1.2%,-0.5%
ATXN2 expr inh,0%,-15%,/,-8%,-38%
TGFb SMAD3 inh,-18%,-8%,-1%,-18%,?
A549 viability,10%,0%,0%,4%,?
IL1B secr inh,23,-3,27,-1,-92*
ATXN viability,i,i,i,i,i
MCF10A rerep,-16%,13%,0%,6%,?
Nrf2 inh,-7%,/,-13%,1%,23µM*

[11] COC(=O)c1sc2ccccc2c1NC(=O)c1ccc(S(=O)(=O)N2CC(C)CC(C)C2)cc1 (stereo not given)
[12] CCN(C(=O)COC(=O)c1cc2ccccc2cc1OC)c1c(N)n(Cc2ccccc2)c(=O)[nH]c1=O
[13] CCOc1ccc(C(=O)OCC(=O)N2CCCC2)cc1
[14] OCCN1CCOCCOc2ccccc2OCCOCC1
[15] O=c1c2c([nH]c3ccccc13)C(=C1CCCC1)CC2
screen / no.,11,12,13,14,15
HepG2 viability,-40%,-21%,-9%,-38%,6%
Nrf2 ARE act,-0.7%,-0.3%,0.4%,-0.4%,0.6%
ATXN2 expr inh,9%,-12%,1%,/,6%
TGFb SMAD3 inh,-5%,-3%,-13%,?,0%
A549 viability,-1%,-3%,0%,5%,0%
IL1B secr inh,13,-5,0,48,7
ATXN viability,i,i,i,?,i
MCF10A rerep,3%,-8%,-2%,1%,3%
Nrf2 inh,2%,-18%,22%,-17%,-16%

[16] CCOC(=O)[C@@H]1[C@H]2COc3ccccc3[C@@H]2N2C(=O)N(c3cccc(C)c3)C(=O)[C@@]12C
[17] Cc1ccc(S(=O)(=O)N2CCN(C(=O)COC(=O)CC(C)c3ccccc3)CC2)c(C)c1 (stereo not given)
[18] N/C(=N\OC(=O)c1ccc(Cl)cc1Cl)c1ccccc1
[19] Cc1ccc(NC(=O)C(C)Sc2nc(=O)cc(N)n2-c2ccccc2)cc1 (stereo not given)
[20] COc1ccc(OC)c(C(=O)NC(CC(N)=O)c2ccc(NC(C)C)c([N+](=O)[O-])c2)c1 (stereo not given)
screen / no.,16,17,18,19,20
HepG2 viability,-2%,8%,-26%,-20%&-29%,3%
Nrf2 ARE act,-0.9%,0.1%,?,7.8%&2.7%,-0.2%
ATXN2 expr inh,-3%,-3%,28%,3%&3%,2%
TGFb SMAD3 inh,?,-1%,-10%,3%&-3%,4%
A549 viability,-10%,-6%,-8%,6%&-8%,-9%
IL1B secr inh,-2,7,24,-17,-5
ATXN viability,i,?,?,i,i
MCF10A rerep,1%,0%,-3%,-3%,6%
Nrf2 inh,-16%,-15%,?,10%&11%,6%

[21] O=C(CN1CCCCC1)NC(=O)NCc1ccccc1
[22] CC(OC(=O)CCC(=O)c1cccs1)C(=O)Nc1ccccc1[N+](=O)[O-] (stereo not given)
[23] COc1ccccc1NC(=O)CSc1nccn1Cc1ccccc1
[24] Cc1ccc(/C=N/N2CCN(Cc3ccccc3)CC2)cc1
[25] CC(=O)c1c(C)[nH]c(C(=O)Nc2ccc(Cl)c(S(=O)(=O)N(C)C)c2)c1C
screen / no.,21,22,23,24,25
HepG2 viability,-6%,-3%,-14%,-1%,-3%
Nrf2 ARE act,-0.7%,9.4%,-0.3%,4.1%,18%
ATXN2 expr inh,1%,-12%,4%,40%[activator],/
TGFb SMAD3 inh,32%[activator],-3%,-14%,3%,2%
A549 viability,-3%,0%,3%,2%,-8%
IL1B secr inh,15,31,0,-5,18
ATXN viability,i,i,i,i,i
MCF10A rerep,11%,-8%,14%,0%,12%
Nrf2 inh,10%,-8%,2%,13%,?

[26] O=C(C1=C[C@H](c2csc3ccccc23)C[C@H](OCc2ccc(CO)cc2)O1)N1CCN(Cc2ccc3c(c2)OCO3)CC1
[27] O=C(NC1CC1)c1ccc(CS(=O)c2ccc(Br)cc2)o1 (stereo not given)
[28] CC(C)(CNC(=O)c1ccc(-c2cccc(C(F)(F)F)c2)o1)N1CCOCC1
[29] CC1(C(=O)Nc2ccc(Cl)c(Cl)c2)CCN1C(=O)CC1CCCC1 (stereo not given)
[30] O=C(N/N=C/c1ccoc1)c1cccc([N+](=O)[O-])c1
screen / no.,26,27,28,29,30
HepG2 viability,-7%,17%,-3%,-17%,-1%
Nrf2 ARE act,6.0%,-1.3%,1.6%,0.8%,3.7%
ATXN2 expr inh,-18%,-7%,-5%,-19%,7%
TGFb SMAD3 inh,-6%,27%,-16%,-18%,0%
A549 viability,-9%,-9%,-9%,/,2%
IL1B secr inh,?,-13,-11,-7,-1
ATXN viability,?,i,i,i,i
MCF10A rerep,23µM*,-1%,8%,/,11%
Nrf2 inh,?,-20%,18%,/,-2%

[31] CCOC(=O)c1nnn(-c2nonc2-n2cccc2)c1CN1CCC(C(=O)OCC)CC1
[32] O=C(CN1C(=O)C2CC=C(Cl)CC2C1=O)Nc1ccc(C(=O)O)cc1 (stereo not given)
[33] O=C(Nc1nc2n(n1)C(c1ccccc1)C=C(c1ccccc1)N2)c1ccco1 (stereo not given)
[34] CC(=O)C(=Cc1cc(C)n(-c2ccccc2)c1C)C(C)=O
[35] O=C1Cc2cc(S(=O)(=O)N3CCCCC3)ccc2N1
screen / no.,31,32,33,34,35
HepG2 viability,5%,0%,6%,21%,5%
Nrf2 ARE act,5.0%,-0.7%,4.5%,3.9%,2.7%
ATXN2 expr inh,-26%,-5%,9%,/,-2%
TGFb SMAD3 inh,-5%,3%,0%,?,-2%
A549 viability,-2%,2%,-4%,0%,-6%
IL1B secr inh,18,-3,-3,-9,6
ATXN viability,i,i,i,i,i
MCF10A rerep,9%,8%,-1%,?,-7%
Nrf2 inh,/,-15%,1%,7%,-3%

[36] COc1ccc(NS(=O)(=O)c2ccc3[nH]c4c(c3c2)CCCC4)cc1OC
[37] Cc1ccc(C#N)c(SCc2cc3c(cc2Cl)OCO3)n1
[38] CCOc1cc(C(=S)N2CCCC2)ccc1OC
[39] CCN(CC)CCNC(=O)c1cc2c(s1)-c1ccccc1SC2
[40] COc1cc(CCCN2CCNC[C@@H]2C(C)O)cc(OC)c1OC (stereo not given in full)
screen / no.,36,37,38,39,40
HepG2 viability,-26%,-9%,5%,-50%,-11%
Nrf2 ARE act,-0.9%,0.0%,-0.1%,-3.0%,-0.9%
ATXN2 expr inh,/,5%,-8%,/,-4%
TGFb SMAD3 inh,?,?,8%,?,-27%
A549 viability,-16%,10%,4%,?,3%
IL1B secr inh,/,-5,5,-9,10
ATXN viability,/,i,i,?,i
MCF10A rerep,/,1%,1%,?,5%
Nrf2 inh,/,/,4%,1%,-9%

[41] Nc1ccccc1S(N)(=O)=O
[42] O=C(O)Cn1c(-c2ccccn2)nc2ccccc21
[43] O=c1[nH]c(Cc2ccccc2)nc2c1oc1ccccc12
[44] Cc1ccc(C)c(S(=O)(=O)c2nnn3c2nc(NCc2ccc4c(c2)OCO4)c2sccc23)c1
[45] O=C(CC12CC3CC(CC(C3)C1)C2)N1CCCOC1
screen / no.,41,42,43,44,45
HepG2 viability,-13%,-8%,-4%,-1%,4%
Nrf2 ARE act,-0.7%,4.8%,-0.5%,0.5%,-0.7%
ATXN2 expr inh,-8%,/,12%,/,0%
TGFb SMAD3 inh,-2%,6%,?,7%,0%
A549 viability,0%,0%,0%,-8%,-9%
IL1B secr inh,0,1,0,/,13
ATXN viability,i,i,i,/,i
MCF10A rerep,-1%,9%,1%,/,-1%
Nrf2 inh,-4%,?,3%,?,2%

[46] COC(=O)NNC(=O)COc1ccccc1C
[47] O=C(C[C@H]1C/C=C\C[C@H](NC(=O)OCC2c3ccccc3-c3ccccc32)C(=O)OC[C@@H]2CCCN2C1=O)N[C@H](CO)Cc1ccccc1
[48] CCOc1ccc(S(=O)(=O)N2CCC(C(=O)NCc3ccccn3)CC2)cc1C
[49] N/C(Cc1ccccc1)=N\OC(=O)c1cccc2ccccc12
screen / no.,46,47,48,49
HepG2 viability,3%,-1%,8%,8%
Nrf2 ARE act,5.3%,-1.1%,0.3%,17%
ATXN2 expr inh,4%,0%,0%,-1%[11.3 µM]
TGFb SMAD3 inh,-9%,-1%,-3%,9%
A549 viability,0%,-7%,0%,-12%
IL1B secr inh,-3,22,-25,22
ATXN viability,i,i,i,?
MCF10A rerep,1%,3%,0%,15%
Nrf2 inh,2%,4%,-1%,?

# Bioassay records from PubChem BioAssay.
